Source: PubChem BioAssay (several laboratories)
UGM FP inh: M. tuberculosis UGM enzyme inhibitors, primary screen, biochemical, fluorescence polarization, single point. purified UGM, fluorescence polarization probe displacement. 0.06% of 320,000 active. UDP-galactopyranose mutase (Mycobacterium tuberculosis (strain ATCC 25618 / H37Rv)), …. inhibition, % at 10 µM. AID 504406, 2011; in the data active = inhibition above about 10%, passing the limit was not always enough; inconclusive = no clear call, values can overlap the other calls
Target sequence (P9WIQ1 whole entry, looked up): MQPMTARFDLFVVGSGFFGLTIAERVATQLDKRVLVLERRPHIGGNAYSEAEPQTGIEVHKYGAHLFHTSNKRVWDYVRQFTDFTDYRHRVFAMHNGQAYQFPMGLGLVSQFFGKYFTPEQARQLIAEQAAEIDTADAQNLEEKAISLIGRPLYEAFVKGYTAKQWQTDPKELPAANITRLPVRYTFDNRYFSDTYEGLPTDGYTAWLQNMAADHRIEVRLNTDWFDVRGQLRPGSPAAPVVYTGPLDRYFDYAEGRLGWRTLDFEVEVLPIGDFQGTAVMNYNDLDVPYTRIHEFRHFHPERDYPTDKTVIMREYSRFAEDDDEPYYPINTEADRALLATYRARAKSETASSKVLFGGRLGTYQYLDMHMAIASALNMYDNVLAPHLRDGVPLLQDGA
Rv3671c inh: Rv3671c serine protease inhibitors, primary screen, biochemical, fluorescence polarization, M. tuberculosis H37Rv; P9WHR9; 0.048% of 320,000 active; inhibition, % at 5.96 µM; in the data active = inhibition above about 38%;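 note: extracellular domain of Rv3671c used as enzyme; 0% = enzyme with DMSO and 100% = no enzyme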
MazEF act: activators of E. coli MazEF toxin-antitoxin RNase, primary screen, biochemical, fluorescence, uHTS. Endoribonuclease toxin MazF (Escherichia coli (strain K12)), P0AE70. FAM/BHQ RNA-DNA oligo cleavage fluorescence, 5 h. activation, % at 20 µM. 0.32% of 350,000 active; in the data active = activation above about 50%
Target sequence (P0AE70 whole entry, looked up): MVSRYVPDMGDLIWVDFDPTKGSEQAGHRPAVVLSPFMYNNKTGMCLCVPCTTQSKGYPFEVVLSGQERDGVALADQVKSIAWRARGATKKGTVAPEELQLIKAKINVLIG
BoNT-F LC inh: BoNT/F light chain protease inhibitors, primary screen, biochemical, flow cytometry, MLPCN library; Multiplex microsphere protease cleavage assay; inhibition, % at 10 µM; 0.22% of 360,000 active; AID 588497, 2011; Botulinum neurotoxin type F light chain protease (Clostridium botulinum); in the data active = inhibition above about 35%, passing the limit was not always enough; inconclusive = no clear call, values can overlap the other calls; note: plate controls were buffer without enzyme for full effect and enzyme alone for no effect
GDH-TPI counter: GDH-TPI coupling enzyme inhibitors, primary screen, artefact control for M. tuberculosis FBA inhibitor project, biochemical, absorbance, full deck. GDH-TPI coupled enzyme counterscreen, NADH absorbance. inhibition, % at 4.8 µM. 1.2% of 360,000 active. AID 588335, 2011;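 note: 0% = DMSO wells and 100% = wells lacking the enzyme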
VHR inh abs: VHR1 phosphatase inhibitors, primary screen, biochemical, absorbance, uHTS; recombinant VHR phosphatase, pNPP absorbance; inhibition, % at 13.3 µM; 0.52% of 290,000 active; AID 1654, 2009; Dual specificity protein phosphatase 3 (Homo sapiens), P51452; in the data active = inhibition above about 50%; note: some compounds called inactive have numbers as strong as hits
Target sequence (P51452 whole entry, looked up): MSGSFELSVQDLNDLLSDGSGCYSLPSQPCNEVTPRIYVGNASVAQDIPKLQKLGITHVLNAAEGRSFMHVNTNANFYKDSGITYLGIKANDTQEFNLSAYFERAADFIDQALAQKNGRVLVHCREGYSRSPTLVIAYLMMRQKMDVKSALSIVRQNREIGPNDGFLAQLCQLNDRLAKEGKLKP
FadD28 FP inh: inhibitors of FadD28 bisubstrate probe binding, primary screen, biochemical, fluorescence polarization, single point. inhibition, % at 12.5 µM. 0.22% of 360,000 active. AID 588549, 2011; in the data active = inhibition above about 8.5%, passing the limit was not always enough; inconclusive = no clear call, values can overlap the other calls
BioA inh: M. tuberculosis BioA enzyme inhibitors, primary screen, biochemical, plate reader, single point, HTS. 7,8-diaminopelargonic acid synthase BioA (Mycobacterium tuberculosis). purified M. tuberculosis BioA enzyme. inhibition, % at 9.99 µM. 0.096% of 360,000 active. AID 602481, 2012; in the data active = inhibition above about 40%; inconclusive = no clear call, values can overlap the other calls
CCHFV vOTU inh: CCHFV vOTU protease inhibitors, primary screen, biochemical, Pep-AMC substrate, fluorescence. AID 651958, 2012. Crimean-Congo hemorrhagic fever virus L polyprotein viral ovarian tumor (vOTU) protease …. inhibition, % at 11.5 µM. 0.55% of 370,000 active; note: 0% = vehicle wells with enzyme and 100% = no enzyme wells
FBA Mtb inh: Mtb FBA enzyme inhibitors, primary screen, biochemical, fluorescence, strain H37Rv; Fructose-bisphosphate aldolase (Mycobacterium tuberculosis (strain ATCC 25618 / H37Rv)), …; purified M. tuberculosis FBA, fluorescence read-out; inhibition, % at 1 µM; 2.3% of 360,000 active; AID 588726, 2011; in the data active = inhibition above about 27%;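 note: 0% = vehicle and 100% = reference inhibitor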
Target sequence (P9WQA3 whole entry, looked up): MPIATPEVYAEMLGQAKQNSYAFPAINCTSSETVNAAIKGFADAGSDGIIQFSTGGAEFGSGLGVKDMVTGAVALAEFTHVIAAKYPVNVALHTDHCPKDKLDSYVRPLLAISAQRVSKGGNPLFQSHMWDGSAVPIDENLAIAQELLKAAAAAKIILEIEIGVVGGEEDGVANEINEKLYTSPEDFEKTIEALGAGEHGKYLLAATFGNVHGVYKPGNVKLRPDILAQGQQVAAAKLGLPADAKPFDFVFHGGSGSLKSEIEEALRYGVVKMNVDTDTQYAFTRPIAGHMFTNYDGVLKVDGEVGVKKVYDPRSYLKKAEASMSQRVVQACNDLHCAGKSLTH
Numbers without * were called inactive; ? = inconclusive; nt = no result given. Cut-off read from the data, not from the text of the source, unless noted: active = inhibition above about 30%; inactive = the rest. Rows were taken by chance; overall some 4.9% were active at least once.

SMILES	UGM FP inh	Rv3671c inh	MazEF act	BoNT-F LC inh	GDH-TPI counter	VHR inh abs	FadD28 FP inh	BioA inh	CCHFV vOTU inh	FBA Mtb inh
CC(C)(Oc1ccc(Cl)cc1)C(=O)OCC(=O)N1CCCC1	-2.2	5	4	5	3	8	-0.5	1.0	6	2
CCOC(=O)/C(=C/Nc1ccc(F)cc1)[N+](=O)[O-]	-2.2	9	-5	?	7	16	-0.4	nt	2	-1
CN(Cc1ccccc1)C(=O)c1ccccc1NC(=O)c1ccco1	1.1	10	-3	-10	8	-22	-1.8	-1.3	4	7
Cn1c(=O)c2ncn(CC(=O)Nc3ccc4c5c(cccc35)CC4)c2n(C)c1=O	-1.9	4	8	-3	7	-1	-1.9	-0.8	-8	1
Cc1c(C(=O)OC/C(O)=C(\C#N)c2nc3ccccc3[nH]2)oc2ccccc12	-1.4	-22	7	-1	12	0	-5.0	-1.4	4	1
CCCCn1c(N)c(N(Cc2ccccc2OC)C(=O)c2sccc2C)c(=O)[nH]c1=O	2.2	-2	1	12	4	nt	-1.6	nt	-1	5
CCOC(=O)c1c(NC(=O)COc2ccccc2F)sc2c1CC(C)(C)NC2(C)C	-2.4	-8	22	?	-9	nt	-1.5	-0.7	-2	0
CC(=O)C1=C(O)C(=O)N(Cc2ccco2)C1c1ccc(F)cc1 (stereo not given)	1.0	-10	2	-2	21	-17	-1.1	0.8	6	1
O=C(NCCN=C1NS(=O)(=O)c2ccccc21)c1ccco1	1.8	-3	5	-13	5	12	-0.3	0.4	nt	-1
CCNS(=O)(=O)c1ccc(Br)c(C(=O)OC(C)C(=O)NCC2CCCCC2)c1 (stereo not given)	0.6	-3	0	5	9	nt	-0.2	-0.9	-10	1
O=C(c1ccccc1)N1CCN(C(=O)C2CC2)CC1	-1.9	-1	3	2	-1	26	-0.7	0.3	-4	3
CS(=O)(=O)c1ccc(Cl)c(NC(=O)C2CCCN(C(=O)c3ccc(Cl)cc3)C2)c1 (stereo not given)	-0.1	11	-2	5	1	nt	0.3	0.7	-5	-2
COCC1CCCN(C(=O)c2ccc3oc(C(C)C)nc3c2)C1 (stereo not given)	1.0	0	0	-19	1	23	nt	-1.8	2	-2
CCN(CC)S(=O)(=O)c1ccc(C(=O)Nc2cc3oc4ccccc4c3cc2OC)cc1	0.1	2	-9	7	7	-7	-2.8	nt	1	3
O=C(O)CCCN1C(=O)/C(=C\c2ccc(-c3nc4ccccc4s3)o2)SC1=S	1.7	0	-30	6	-15	26	3.4	-1.3	11	-4
Cc1ccc(C)c(N2N=C(C(=O)N(CC(C)C)c3c(N)n(Cc4ccccc4)c(=O)[nH]c3=O)CCC2=O)c1	-3.7	6	-14	-8	-3	2	-3.4	5.4	-3	2
C/C(CC(=O)Nc1ccccc1C)=N\NC(=O)Cc1csc(N)n1	-0.9	8	5	-8	2	18	-1.4	nt	4	5
CN(C)c1ccnc(Oc2ccc(F)cc2)c1C#N	-0.2	6	-2	1	3	12	-2.5	-0.1	-7	-2
O=C(O)C12C3CCC(O3)C1(C(=O)O)C1CCC2O1 (stereo not given)	nt	nt	10	2	3	nt	0.2	nt	11	4
CN(c1ccc(F)cc1)S(=O)(=O)c1ccc(Cl)c(C(=O)Nc2ccc3c(c2)CCC3)c1	-0.8	-31	4	0	12	-1	-0.8	-0.2	-14	-2
COc1cc(/C=C2\SC(=S)N(c3cccnc3)C2=O)ccc1O	-1.2	-31	-59	8	22	4	0.5	nt	-1	-1
O=C(Nc1cnc2ccccc2c1)N1CCCCC1	-2.6	-6	0	-5	8	4	-0.4	nt	-13	3
COc1ccc(-c2csc(NC(=O)CSc3nnnn3C)n2)cc1OC	2.4	4	-1	-13	3	nt	-0.4	nt	-2	0
CCOc1ccc(-c2cc(CCCC(=O)NCCc3ccc(OC)c(OC)c3OC)no2)cc1	-0.1	-1	0	-1	-4	7	-1.7	1.5	-3	-1
Cc1nc(SCC(=O)Nc2c(C)n(C)n(-c3ccccc3)c2=O)n[nH]1	0.0	-8	9	11	3	9	-1.9	-0.5	-13	18
COc1cc2c(cc1OC)CN(c1nc(CN3CCCCC3)nc3sc4c(c13)CCCC4)CC2	1.2	-6	-2	-6	-4	16	-3.2	nt	6	0
CCOc1ccc2c(c1)C(=NNC(=O)c1ccccn1)c1cc(OCC)ccc1-2	nt	nt	7	-2	2	nt	-4.0	nt	-13	1
COC(=O)C1=C(CN2CCCc3ccccc32)NC(=O)NC1c1ccc(F)cc1 (stereo not given)	-2.6	2	8	-9	14	26	-2.3	-2.0	5	3
CCCCNC(=O)C1CCN(Cc2ccc(OCc3ccccc3)cc2)CC1	1.5	4	0	-3	1	-8	-0.5	-1.2	-1	3
O=C(Nc1cc(S(=O)(=O)N2CCOCC2)ccc1N1CCOCC1)c1cccc(Cl)c1	nt	nt	5	4	3	nt	-0.5	-1.0	15	-2
O=c1[nH]cc(C(F)(F)F)cc1NS(=O)(=O)c1ccc([N+](=O)[O-])cc1	2.9	4	7	0	3	19	4.5	nt	10	-5
CCCCC1(CCCC)C(=O)NC(=Nc2cccc(C)c2)NC1=O	0.0	-2	-5	-10	0	20	-0.8	0.6	16	-4
COc1ccc(Cc2nc3ccc(C(=O)NCc4cccc(C)n4)cc3o2)cc1OC	nt	nt	11	2	6	nt	-0.7	1.5	-8	0
CC(=O)OC1c2ccccc2C(=O)N1Cc1ccccc1 (stereo not given)	1.2	-2	8	-13	0	13	0.2	-0.4	-7	0
CCCc1cc(=O)n2[nH]c(SCc3ccc(Cl)cc3)nc2n1	0.9	-4	-37	-1	4	-3	nt	-0.9	-17	4
Nc1ccc(Sc2nc3ccccc3[nH]2)cc1	0.0	3	15	-7	-3	30	0.5	nt	-1	1

Next section; the last 3 above are carried over.
SMILES	UGM FP inh	Rv3671c inh	MazEF act	BoNT-F LC inh	GDH-TPI counter	VHR inh abs	FadD28 FP inh	BioA inh	CCHFV vOTU inh	FBA Mtb inh
CC(=O)OC1c2ccccc2C(=O)N1Cc1ccccc1 (stereo not given)	1.2	-2	8	-13	0	13	0.2	-0.4	-7	0
CCCc1cc(=O)n2[nH]c(SCc3ccc(Cl)cc3)nc2n1	0.9	-4	-37	-1	4	-3	nt	-0.9	-17	4
Nc1ccc(Sc2nc3ccccc3[nH]2)cc1	0.0	3	15	-7	-3	30	0.5	nt	-1	1
N#Cc1ccsc1NC(=O)c1ccc(Cl)c([N+](=O)[O-])c1	4.2	-10	0	-2	24	5	0.2	nt	9	-3
Cc1ccc([N+](=O)[O-])c(C)[n+]1C	-3.8	-12	-4	-14	3	30	-0.3	-0.2	-6	-2
Cc1ccc(-c2nc(CS(=O)(=O)CC(=O)NC3CCCCC3C)c(C)o2)cc1 (stereo not given)	3.2	-6	0	-2	-8	36	-4.1	-1.0	15	-1
Nc1c(Cl)cc(-c2csc(N3CCCC3c3nc4cc(Cl)c(N5CCCCC5)cc4n3CCOCCO)n2)cc1Cl (stereo not given)	0.2	24	-6	-1	22	nt	-1.1	-3.9	7	3
O=C(NC1CCCc2c1cnn2-c1ccc(F)cc1F)c1ccccc1N1CCOCC1 (stereo not given)	-0.4	1	-2	-13	-4	27	2.7	6.7	2	0
N#Cc1ccccc1OCC(=O)NCC(c1cccs1)N1CCOCC1 (stereo not given)	4.0	1	3	13	-10	41	-0.8	0.7	-3	0
Cc1ccc(Cl)cc1NC(=O)C1CC1c1ccccc1 (stereo not given)	4.2	-1	9	17	-27	18	-1.7	0.5	-12	-3
COc1ccccc1NCC(=O)NC(=O)NC1CCCCC1	1.7	2	0	-3	9	nt	0.2	-1.4	1	3
Cc1nn(C)cc1/C=N\NC(=O)c1ccc(Cn2cc(Cl)cn2)cc1	-2.1	2	6	9	3	-20	0.7	nt	-5	6
CSCC[C@H](NC(=O)C1=NN(c2c(F)c(F)cc(F)c2F)C(=O)CC1)c1nc2ccccc2[nH]1	-3.6	8	-3	3	-1	26	-2.3	-0.5	3	-1
CCN(C(=O)COC(=O)C1CCN(S(=O)(=O)c2ccc3c(c2)OCCO3)CC1)C1CCS(=O)(=O)C1 (stereo not given)	2.8	-10	6	-5	-1	nt	-0.3	-0.1	-1	0
CCC(C)c1ccccc1N1CC(C(=O)N2CCN(c3ccccc3)CC2)CC1=O (stereo not given)	nt	nt	-3	6	1	nt	-2.4	nt	0	-2
O=[N+]([O-])c1ccc(OCCCn2cncn2)cc1	0.1	-14	-1	nt	16	14	-0.4	-0.1	-8	0
CC(=O)OCCCCON1C(=O)c2ccccc2C1=O	-2.3	-14	2	-23	7	18	0.1	-0.9	2	4
CCN1CCN(C(=O)CSc2cc(=O)n(CC)c3ccccc23)CC1	1.1	-3	4	-4	0	33	-2.5	0.0	4	0
CCOC(=O)N1CCC(N(CCOC)C(=S)Nc2cccc(SC)c2)CC1	-3.0	8	-1	-4	1	13	-0.5	1.7	5	-1
Fc1ccccc1NC(=S)N/N=C/c1ccccc1Br	-0.3	-4	9	-1	5	11	-1.5	-1.2	6	-2
O=C(NC(=S)NC1CCS(=O)(=O)C1)c1cccc([N+](=O)[O-])c1 (stereo not given)	0.6	-2	-4	10	-1	14	-1.0	-1.1	8	4
C=CCn1c(=O)c(C(=O)NCCN(CC)CC)c(O)c2ccccc21	-0.7	1	4	-1	10	13	-0.1	3.1	8	2
CNC(=O)/C(C#N)=C/c1c(N2CCN(c3cccc(Cl)c3)CC2)nc2c(C)cccn2c1=O	1.0	1	-8	0	11	nt	1.6	0.9	-16	25
COc1ccc(NS(=O)(=O)c2cccc(C(=O)NCC(c3ccccc3)N(C)C)c2)cc1 (stereo not given)	3.3	3	3	-6	0	nt	-1.0	-0.5	3	0
CCC(=O)N1CCCC1(C)C(=O)Nc1cc(OC)ccc1OC (stereo not given)	nt	nt	nt	8	2	nt	-0.4	0.4	3	-2
CN(CC(=O)NCC1CCCCC1)S(=O)(=O)c1ccc(Cl)cc1	-0.2	-9	5	-14	4	16	-2.6	-0.1	-2	-1
Cc1nnc(SCCC(=O)Nc2ccccc2Cl)o1	-1.0	0	-4	-4	4	20	-1.6	-1.2	-5	2
CC1=C(C(=O)Nc2cccc(C(=O)NC(C)C)c2)SCCO1	-1.5	6	-4	-2	-7	22	0.3	0.7	-11	7
N#Cc1ccc(COC(=O)c2ccc(N3CCCC3)c([N+](=O)[O-])c2)cc1	0.0	-11	9	-10	4	24	-1.6	nt	7	2
COc1ccc(C(=O)NC(=S)Nc2ccccc2N2CCOCC2)cc1[N+](=O)[O-]	4.9	-11	9	-9	24	16	-0.6	nt	-11	0
CCOc1ccc(N2CC(C(=O)NCc3ccccc3)CC2=O)cc1 (stereo not given)	-0.7	6	-2	0	9	12	-2.7	-0.3	-16	-1
O=C1OCCN1C(=O)[C@H]1[C@H](c2ccc([N+](=O)[O-])cc2)C(c2ccc(F)cc2)=NN1c1ccc(Br)cc1	nt	nt	2	3	30	nt	-1.4	-1.2	32*	1
